NCI-60 one-dose screen, 48 h, at 10 µM unless noted. Numbers give growth in % (100 = growth as untreated, 0 = no growth, -100 = all killed).
COLO 205: COLO 205 colon cancer. hit rate 7.3% among 79,000
SNB-75: SNB-75 CNS cancer; hit rate 5% among 79,000
NCI-H322M: NCI-H322M lung cancer | AID 1794733 | hit rate 2.7% among 80,000
KM12: KM12 colon cancer cells; AID 1794800; hit rate 5% among 82,000
HCT-15: HCT-15 colon cancer | hit rate 5.2% among 82,000 | AID 1794746
HT29: HT29 colon cancer; hit rate 7.4% among 81,000; AID 1794748
HCC-2998: HCC-2998 colon cancer. hit rate 4.7% among 79,000
SW-620: SW-620 colon cancer; AID 1794795; hit rate 5.2% among 82,000
HCT-116: HCT-116 colon cancer; AID 1794798; hit rate 7.3% among 82,000
Active calls of the source: *; . = not tested or not shown; & = joins results of further samples. The calls were made as follows: active = growth percent below 10; inactive = the rest.

SMILES | COLO 205 | SNB-75 | NCI-H322M | KM12 | HCT-15 | HT29 | HCC-2998 | SW-620 | HCT-116
C[C@H]1[C@H]2[C@H]3CC[C@@H]4[C@@]5(C)CC[C@H](O)C(C)(C)[C@@H]5CC[C@@]4(C)[C@]3(C)CC[C@]23CO[C@]1(C)[C@@H](C(=O)/C=C\c1ccco1)C3 | -2.3* | 78.4 | 88.3 | 100.0 | 105.6 | 98.1 | 104.0 | 97.1 | 100.1
CCOC(=O)c1cccnc1Nc1ccc(N=C2C(=O)Nc3ccc(Br)cc32)cc1 | 110.2 | 63.1 | 100.4 | 105.0 | 99.9 | 102.9 | 105.7 | 102.6 | 104.0
Cn1c(=O)[nH]c2nc(N)[nH]c(=O)c21 | 97.0 | 74.5 | 95.4 | 97.8 | 106.8 | 100.8 | 109.3 | 107.7 | 95.1
CCCCCC(C)NCC(O)Cc1ccccc1 (configuration not stated) | 105.8 | 96.5 | 89.4 | 100.6 | 105.1 | 87.0 | 95.0 | 103.2 | 80.5
CCCCCC(=O)OC1CCCCC1C (configuration not stated) | 115.4 | 87.3 | 111.4 | 103.5 | 107.1 | 102.2 | 106.2 | 104.1 | 100.7
Cc1c(C(=O)O)nnn1-c1ncc(Cc2ccccc2)s1 | 107.2 | 94.5 | 103.1 | 100.9 | 101.5 | 87.9 | 105.4 | 99.7 | 90.8
Cc1cc(NN=C(c2ccc(O)cc2)c2ccc(O)cc2)c([N+](=O)[O-])cc1[N+](=O)[O-] | 98.6 | 74.3 | 59.1 | 37.7 | 46.3 | 91.5 | 61.9 | 71.4 | 28.6
Nc1n[nH]c2cccc(C#Cc3cccc(NC(=O)c4cc(N5CCOCC5)cc(C(F)(F)F)c4)c3)c12 | 18.2 | 71.5 | 55.2 | 54.5 | 36.9 | 22.6 | 31.3 | 46.6 | 19.4
Cc1nc2ccccc2n1C(=O)C[C@@H]1NC(=S)NC1=O | 98.9 | 74.1 | 96.0 | 101.6 | 93.0 | 104.9 | 101.8 | 99.4 | 92.5
CCCc1cc(NC)nc(S(=O)CC)n1 (configuration not stated) | 113.3 | 77.2 | 102.2 | 101.8 | 102.5 | 101.8 | . | 106.1 | 101.4
Nc1nccc2c1ccn2-c1cccc(NC(=O)c2cccc(C(F)(F)F)c2)c1 | 103.4 | 99.5 | 108.2 | 96.8 | 87.9 | 105.8 | 107.5 | 100.2 | 95.7
COC1=CC(c2ccc[nH]2)=N/C1=C\c1[nH]c(C)c(C(=O)OCc2ccccc2)c1C | -82.0* | -21.4* | -11.0* | -71.3* | -35.4* | -19.4* | -54.5* | -25.5* | -75.4*
CCCCCCOC(=O)N1CCCCC1C (configuration not stated) | 101.9 | 94.3 | 119.7 | 112.7 | 105.5 | 101.6 | 106.0 | 106.3 | 105.1
COC(=O)c1nc(-c2ccccc2)oc1SCc1ccccc1 | 107.8 | 82.5 | 97.1 | 99.0 | 100.3 | 94.3 | 110.3 | 102.1 | 110.0
CC(=O)O[C@H]1CC[C@]2(C)[C@H]3CC[C@]4(C)[C@@H](C(C)=O)CC[C@H]4[C@@H]3C[C@@H]3O[C@@]32C1 | 109.6 | 89.0 | 111.8 | 113.9 | 114.3 | 102.3 | 104.2 | 102.3 | 104.0
CC(=O)c1cc2c(cc1C)C(C)(C)CCC2C (configuration not stated) | 113.0 | 69.9 | 98.4 | 101.0 | 102.4 | 96.1 | 104.9 | 103.6 | 99.4
CCN(c1ccc(Cl)cc1)c1nc(-c2ccc([N+](=O)[O-])cc2)cs1 | 113.1 | 96.8 | 86.7 | 93.2 | 98.1 | 91.0 | 98.7 | 91.7 | 97.9
Cc1cccc(/C=C2\N=C(c3ccccc3)N(c3ccc(S(N)(=O)=O)cc3)C2=O)c1 | 104.2 | 49.9 | 97.5 | 98.1 | 91.8 | 86.1 | 99.8 | 103.7 | 83.9
O=S1(=O)CCN(CCCCc2ccccc2)CC1 | . | 134.4 | 106.2 | 95.2 | 96.9 | 101.6 | 106.7 | 88.8 | 95.6
CN(CC(O)CN(C)C1CCCCC1)C1CCCCC1 | 95.8 | 88.1 | . | 93.7 | 101.9 | 86.4 | 88.5 | 97.8 | 84.1
Nc1nc(N)c(N=Nc2c(Br)cc(S(N)(=O)=O)cc2Br)c(N)n1 | 104.0 | 90.6 | . | 61.3 | 114.0 | 114.7 | 100.3 | 98.0 | 102.7
Oc1ccc(C(c2ccc(O)cc2)C(Cl)(Cl)Cl)cc1 | 104.3 | 66.4 | 98.2 | 103.6 | 93.4 | 109.9 | 121.5 | 113.8 | 83.8
CC(C)OC(=O)Nc1ccc(-c2ccc(NC(=O)OC(C)C)cc2Cl)c(Cl)c1 | 117.8 | 93.6 | 94.2 | 103.2 | 94.2 | 97.3 | 84.3 | 102.5 | 88.3
CC1(C)CC[C@]23CC[C@]4(C)[C@H](CC[C@@H]5[C@@]6(C)CC[C@H](N)C(C)(C)[C@@H]6CC[C@]54C)[C@H]2[C@H]1OC3=O | -69.5* | -75.3* | -99.5* | -86.6* | -91.7* | -66.7* | -92.2* | -73.7* | -98.9*
O=C(NNc1nc2cc(F)ccc2n2c(CN3CC4CNCC4C3)ccc12)c1ccncn1 (configuration not stated) | 10.0 | 49.0 | 30.8 | 27.9 | 28.9 | 31.7 | 56.7 | 31.3 | 14.7
CCN(CC)CCCNc1cccc2c(OC)ccnc12 | 98.8 | 112.6 | 100.6 | 115.2 | 105.8 | 85.4 | . | 105.3 | 89.3
CN1C(=O)CSCC1=O | 106.6 | 87.1 | 106.2 | 104.5 | 108.5 | 98.9 | 103.5 | 103.3 | 108.2
C[C@H](CCC[C@H](C)OS(=O)(=O)c1ccccc1)OS(=O)(=O)c1ccccc1 | 115.4 | 88.0 | 96.7 | 107.2 | 101.4 | 110.9 | 120.4 | 104.8 | 95.1
COc1ccc(C2CC(=O)Nc3cc4c(cc32)OCO4)cc1 (configuration not stated) | 100.0 | 83.5 | 93.4 | 98.2 | 101.3 | 85.9 | 91.2 | 104.1 | 87.3
COC(=O)C1=C(C)NC(C)=C(C(=O)OC(C)(C)C)C1c1cccc(C#N)c1 (configuration not stated) | 117.5 | 72.7 | 100.9 | 99.4 | 106.4 | 105.7 | 103.0 | 112.7 | 98.0

Record cards (already shown):
CCN(CC)CCCNc1cccc2c(OC)ccnc12 is listed as COLO 205 = 98.8; SNB-75 = 112.6; NCI-H322M = 100.6; KM12 = 115.2; HCT-15 = 105.8; HT29 = 85.4; HCC-2998 = .; SW-620 = 105.3; HCT-116 = 89.3
CN1C(=O)CSCC1=O is listed as COLO 205 = 106.6; SNB-75 = 87.1; NCI-H322M = 106.2; KM12 = 104.5; HCT-15 = 108.5; HT29 = 98.9; HCC-2998 = 103.5; SW-620 = 103.3; HCT-116 = 108.2
C[C@H](CCC[C@H](C)OS(=O)(=O)c1ccccc1)OS(=O)(=O)c1ccccc1 is listed as COLO 205 = 115.4; SNB-75 = 88.0; NCI-H322M = 96.7; KM12 = 107.2; HCT-15 = 101.4; HT29 = 110.9; HCC-2998 = 120.4; SW-620 = 104.8; HCT-116 = 95.1

New compounds follow
SMILES | COLO 205 | SNB-75 | NCI-H322M | KM12 | HCT-15 | HT29 | HCC-2998 | SW-620 | HCT-116
O=C(O)C(F)(F)F | 107.1&115.0 | 94.4&88.9 | 112.1&91.3 | 107.9&106.3 | 97.8&95.2 | 101.0&102.1 | 98.7&107.7 | 102.2&105.4 | 106.8&99.6
CCCC1(CO)NC(=O)NC1=O (configuration not stated) | 111.3 | 89.3 | 118.6 | 107.9 | 102.4 | 96.5 | 106.2 | 99.2 | 104.0
Cc1ccc(-n2cc(COC(=O)/C=C/c3cn(-c4ccccc4)nc3-c3ccccc3)nn2)cc1 | 108.3 | . | 95.3 | 97.7 | 104.0 | 97.7 | 95.0 | 99.1 | 94.9
Cc1cc(-c2ccc(N=Nc3ccc4c(S(=O)(=O)O)cc(S(=O)(=O)O)c(N)c4c3O)c(C)c2)ccc1N=Nc1ccc2c(S(=O)(=O)O)cc(S(=O)(=O)O)c(N)c2c1O | 111.3 | 112.3 | 119.2 | 94.7 | 96.6 | 83.6 | 117.2 | 110.2 | 85.8
O=C(N=c1n(-c2ccc(Cl)cc2)nc2n1CCN2C1=NCCN1)c1ccc(Cl)cc1 | 33.6 | 80.4 | 94.8 | 96.0 | 85.6 | 58.8 | 71.2 | 68.8 | 89.2
CC(C)N(CCC#N)C(N)=O | 110.3 | 90.6 | 90.7 | 103.1 | 100.5 | 104.1 | 112.1 | 102.1 | 99.1
CC1(C)CCCC2=C1C(=O)N(SC(Cl)(Cl)Cl)C2=O | 69.8 | 96.9 | 101.2 | 100.8 | 85.9 | 93.5 | 96.5 | 88.0 | 75.5
CN(C)C(=O)c1cc(-c2ccc3ncnc(N4CCc5cc(F)c(Cl)cc54)c3c2)cnc1N | -76.5* | -28.8* | -64.2* | -58.3* | -70.8* | -68.6* | -82.2* | -51.8* | -97.4*
COc1ccc(-c2nc3cc(C)ccc3n2CC(=O)N=Nc2c(O)[nH]c3ccc(Cl)cc23)cc1 | -39.7* | . | 10.1 | 9.6* | -71.2* | -71.1* | -1.7* | 12.4 | -65.4*
O=C(O)c1ccc(C(F)(F)F)cc1 | 133.7 | 109.4 | 108.6 | 132.3 | 105.0 | 106.3 | 104.3 | 105.8 | 111.8
Cc1nnc(/N=C2\NC(=O)CS2)s1 | 112.9 | 84.0 | 101.6 | 101.4 | 96.7 | 84.2 | 102.5 | 99.9 | 101.7
O=C(Nc1ccc(Cl)c(Cl)c1)Nc1ncccc1OCc1ccc(F)cc1 | 98.1 | 106.7 | 95.3 | 95.0 | 81.4 | 76.6 | 93.3 | 93.0 | 75.3
O=C(Nc1nc(-c2ccc(Cl)cc2)cc(-c2ccc(Br)cc2)n1)c1cccnc1 | 104.3 | 93.9 | 83.6 | 79.4 | 76.0 | 92.8 | 109.4 | 92.9 | 72.5
CCOC(=O)C1(C#N)Cc2ccccc2C1 | 118.6 | 90.3 | 96.8 | 112.2 | 109.3 | 110.1 | 102.8 | 114.0 | 108.7
COc1ccc(NC(=O)C(c2ccccc2)c2ccccc2)cc1 | 111.1 | 96.5 | 103.6 | 105.9 | 99.4 | . | 99.4 | 100.2 | 96.5
CCN(CC)CCC(CNc1c2ccc([N+](=O)[O-])cc2nc2cc(OC)c(OC)cc12)c1ccccc1 (configuration not stated) | -100.0* | -97.6* | -76.5* | -100.0* | -71.4* | -97.3* | -98.9* | 6.7* | -89.1*
CCOC(=O)c1c(NCC(=O)Nc2cccc(Cl)c2)sc(C(C)=O)c1C | 119.5 | 85.3 | 97.4 | 104.1 | 98.3 | 105.0 | 102.5 | 105.0 | 94.6
CC(=O)/C(N=Nc1ccc2oc(=O)ccc2c1)=C(\C)O | 15.2 | 67.8 | 55.1 | 19.0 | 16.5 | 24.4 | 35.7 | 17.6 | 12.1
O=c1[nH]c2ccc(Oc3ncccn3)cc2c(=O)n1Cc1cccc(NC(=S)Nc2cccc(Cl)c2)c1 | . | 86.2 | 95.0 | 96.8 | 91.4 | 93.2 | 95.2 | 101.8 | 92.7
CS(=O)(=O)c1ccc(-c2nn(-c3ccc(F)cc3)cc2/C=C/C(=O)c2ccc(O)cc2)cc1 | 110.9 | 94.6 | 99.9 | 98.0 | 92.0 | 105.5 | 110.0 | 114.9 | 93.7

As entered above:
Under HCC-2998, CS(=O)(=O)c1ccc(-c2nn(-c3ccc(F)cc3)cc2/C=C/C(=O)c2ccc(O)cc2)cc1 is listed with 110.0
Under SW-620, COc1ccc(NC(=O)C(c2ccccc2)c2ccccc2)cc1 is listed with 100.2

Following part
SMILES | COLO 205 | SNB-75 | NCI-H322M | KM12 | HCT-15 | HT29 | HCC-2998 | SW-620 | HCT-116
Nc1c(N)c2ccccc2c2ccccc12 | 123.6 | 84.8 | 115.0 | 115.5 | 111.4 | 107.7 | 103.4 | 103.0 | 114.3
CCOC(=O)CC1CSC(N/N=C/c2ccc(F)c(F)c2)=N1 (configuration not stated) | 111.2 | 99.1 | 94.5 | 97.5 | 108.2 | 79.9 | 102.4 | 101.8 | 101.6
CC(C(=O)N1CCN(c2ccc(F)cc2)CC1)c1ccc(NS(=O)(=O)c2ccccc2)cc1 (configuration not stated) | 107.3 | 98.7 | 106.1 | 94.4 | 93.6 | 102.1 | 107.9 | 94.2 | 87.6
CC1(C)CC(=O)C(c2c(-c3ccccc3)[nH]c3nc(N)nc(N)c23)=C(O)C1 | 117.8 | 94.3 | 109.1 | 105.8 | 95.5 | 119.4 | 91.3 | 100.6 | 101.4
COc1cccc(\C=N/N=C(N)/C(N)=N\N=C/c2cccc(OC)c2OC)c1OC | 112.0 | 98.0 | 106.4 | 118.4 | 103.3 | 124.4 | 112.8 | 106.1 | 101.9
CNC(=O)c1c(NC(=O)c2ccc(F)cc2)sc2c(CN(C)C)c(O)ccc12 | 110.5 | 82.6 | 100.8 | 100.9 | 80.2 | 112.6 | 98.6 | 96.9 | 98.0
COc1cc(-c2nnc(SCC(=O)Nc3nc(-c4ccccc4)cs3)o2)cc(OC)c1OC | . | 64.4 | 77.0 | 79.7 | 81.2 | 98.9 | 102.7 | 92.9 | 85.4
